Source: PubChem BioAssay (National Center for Advancing Translational Sciences (NCATS))
USP2a inh – inhibitors of human ubiquitin-specific protease USP2a; O75604; hit rate 0.01% among 330,000; USP2 core, Ub-CHOP2 coupled fluorogenic reporter, 485/531; Potency, µM (titrated, usually from 38.3 µM), without a hit: at the highest dose activity change, negative = inhibition, hits mostly inhibitors;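 also: potency is read from the fitted curve at half-maximal effect; plate controls were DMSO wells for no effect and full inhibition by NEM control for full effect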
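USP2 core (10nM final) preincubated 30min RT with compound in 20mM Tris-HCl pH 8.0, 2mM CaCl2, 2mM beta-mercaptoethanol, 0.05% CHAPS; 25nM Ub-CHOP2 plus 25nM reporter substrate added, fluorescence (Ex485/Em531) read after 60min.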
KCNH2 WT inh – inhibitors of human wildtype KCNH2 potassium channel; Q12809; U2OS, BacMam KCNH2, thallium flux FluxOr; stronger effect = lower value; activity change, % at 1.84 µM; hit rate 0.37% among 340,000; AID 720551;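 active = maximum activity change below -70%; inconclusive = maximum activity change between -70% and -50%; inactive = maximum activity change above -50%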; also: % is scaled to controls: 0 for no effect and ±100 for the full control effect
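U2OS cells transduced with wild-type KCNH2 virus are loaded with FluxOr dye for 45 min, and thallium flux is measured in kinetic reads before and after stimulation buffer. Rate constants are normalized to DMSO controls.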
Mito fusion act – blocks mitochondrial division or promotes mitochondrial fusion; S. cerevisiae fusion-defective mutant growth rescue, CellTiterGlo 48 h; Potency, µM (highest dose often 46.1 µM), inactives show top-dose growth rescue (activation), hits mostly activators; hit rate 0.23% among 320,000; AID 485298;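 also: potency is read from the fitted curve at half-maximal effect; % of control where 0% means no effect; nearly all actives have a fitted effect of over 45% in size; temperature-sensitive fusion mutants such as fzo1-1 at 37 °C on non-fermentable ethanol glycerol medium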
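Compounds are tested for their ability to restore growth of mitochondrial fusion-defective yeast strains at non-permissive 37C in YPEG medium over 48 hours. Viability is quantified by luciferase luminescence.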
ELG1 repair inh – blocks ELG1-dependent DNA repair in HEK293T cells; AID 504467; hit rate 2.3% among 330,000; Potency, µM (top dose mostly 46.1 µM), inactives show at the highest dose activity change, negative = inhibition, actives largely listed as inhibitors; HEK293T ELG1-luciferase reporter, luminescence, 16 h; DNA damage induced by 5-fluorouridine; also: potency is read from the fitted curve at half-maximal effect; % is scaled to controls: 0 for no effect and ±100 for the full control effect; nearly all actives have a fitted effect of over 55% in size
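Quantitative HTS, concentration-response format. 2,000 cells/well co-treated with 5-fluorouridine and compound, 16 hr in 5% CO2 at 37 °C; ONE-Glo luminescence read after 30 min.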
Eya2 phos inh – inhibitors of human Eya2 phosphatase activity. O00167. recombinant Eya2, OMFP fluorescence dephosphorylation (OMFP is methylfluorescein phosphate). Potency, µM (highest dose often 76.9 µM), inactives show at the top dose activity, negative = inhibition, usual class: inhibitors. hit rate 0.006% among 330,000. AID 488837; also: potency is read from the fitted curve at half-maximal effect; % is scaled to controls: 0 for no effect and ±100 for the full control effect
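Eya2 protein (added as 0.2 uM solution) was preincubated with compound for 10 min at ambient temperature in 50 mM HEPES pH 7.5, 50 mM NaCl, 5 uM MgCl2, 0.05% BSA, 1 mM DTT. OMFP (added at 50 uM) then reacted 10 min; fluorescence read at 485/525 nm.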
TCR act – activators of T cell receptors; primary human leukocytes, anti-CD3, IL-2 HTRF, 48 h; Potency, µM (highest dose often 9.22 µM), without a hit: top-dose activation of IL-2 secretion, actives largely listed as activators; 330,000 tested, under 10 active; also: % of control where 0% means no effect
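IL-2 produced over 48 hr by a-CD3 bead-stimulated primary human leukocytes exposed to compounds was detected with a homogeneous time-resolved FRET immunoassay, 665nm acceptor signal after 320nm excitation.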
A-T KAP1 phos – potential ataxia-telangiectasia treatments restoring KAP-1 phosphorylation | Potency, µM (doses to about 57.5 µM), for the others: at the highest dose activation, most hits filed as activators | […] A-T fibroblasts, KAP-1 phosphorylation AlphaLISA; neocarzinostatin DNA damage 30 min before lysis | hit rate 0.19% among 320,000; also: potency is read from the fitted curve at half-maximal effect; % of control where 0% means no effect; nearly all actives have a fitted effect of over 45% in size
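ATM-like activity read as KAP-1 phosphorylation via AlphaLISA donor/acceptor antibody pairs after lysis and 6 hr at 25C. Cells were ATM-null patient fibroblasts ([…], hTERT), dosed 60 min, then exposed to the DSB inducer NCS for 30 min.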
KCNH2 3.1 block – KCNH2 3.1 (human) potassium channel inhibition | hit rate 0.95% among 340,000 | activity change, % (tested at about 1.8 µM) | U2OS KCNH2 3.1, thallium flux FluxOr; stronger effect = lower value;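 active = maximum activity change below -70%; inconclusive = maximum activity change from -70% to -50%; inactive = maximum activity change above -50%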;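 also: thallium influx rate constant from kinetic fluorescence after stimulation buffer; % is scaled to controls: 0 for no effect and ±100 for the full control effect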
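We transduce U2OS cells with the mutant 3.1 virus, culture them overnight, load FluxOr with Red40 quencher for 45 min, then add stimulation buffer and read kinetically for 2 min to derive a normalized rate constant.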
TRPV1 agonist – activates the human vanilloid receptor TRPV1 | Q8NER1 | TRPV1-expressing cells, Fluo-8 calcium influx, agonist mode | activation, % at 8.33 µM | hit rate 0.19% among 320,000 | AID 540275; in the data active = activation above about 80%; inconclusive = between about 30% and that limit; also: 0% is about no effect
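Cells expressing TRPV1 were dye-loaded with Fluo-8 and read kinetically: 10 s baseline, 3 min after compound (agonist portion), then 2 min after EC20 capsaicin (allosteric enhancer portion). Calcium-bound dye fluorescence at 480/520 nm.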
TSHR antag – human thyrotropin receptor antagonism. P16473. TSHR-expressing cells, TSH-stimulated cAMP HTRF, 2 h; stronger effect = lower value. activity change, negative = inhibition, % at 11.5 µM. hit rate 0.2% among 330,000. AID 504810;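 active = activity change below a set negative limit, meaning inhibition stronger than a set level, cut at about -70% in these data; inconclusive = activity change between two set negative limits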; also: % is scaled to controls: 0 for no effect and ±100 for the full control effect
Target sequence (P16473 whole entry, looked up): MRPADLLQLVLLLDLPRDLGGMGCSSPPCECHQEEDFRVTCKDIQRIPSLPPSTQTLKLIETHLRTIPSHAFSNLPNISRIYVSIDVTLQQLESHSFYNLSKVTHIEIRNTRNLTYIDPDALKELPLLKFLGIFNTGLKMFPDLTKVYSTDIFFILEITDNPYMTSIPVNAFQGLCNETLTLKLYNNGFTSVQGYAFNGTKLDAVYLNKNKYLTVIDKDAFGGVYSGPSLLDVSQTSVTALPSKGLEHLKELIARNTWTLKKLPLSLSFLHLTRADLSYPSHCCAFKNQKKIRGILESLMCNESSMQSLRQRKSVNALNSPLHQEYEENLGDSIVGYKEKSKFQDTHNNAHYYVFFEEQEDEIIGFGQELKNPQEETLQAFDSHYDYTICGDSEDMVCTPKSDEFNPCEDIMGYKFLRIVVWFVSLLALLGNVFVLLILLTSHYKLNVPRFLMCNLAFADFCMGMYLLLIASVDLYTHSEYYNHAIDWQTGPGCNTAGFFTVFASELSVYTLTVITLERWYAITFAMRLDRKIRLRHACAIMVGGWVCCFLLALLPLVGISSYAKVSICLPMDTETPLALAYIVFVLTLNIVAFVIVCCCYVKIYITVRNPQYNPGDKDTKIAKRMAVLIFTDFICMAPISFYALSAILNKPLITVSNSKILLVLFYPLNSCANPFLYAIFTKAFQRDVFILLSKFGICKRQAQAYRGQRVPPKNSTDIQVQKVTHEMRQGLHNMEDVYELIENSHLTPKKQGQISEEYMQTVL
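TSHR-expressing cells were treated with compounds, then stimulated with TSH at EC80 (4nM final) for 2 hours at 37 deg C. Cellular cAMP was measured by HTRF competition between lysate cAMP and cAMP-d2 for a cryptate-labelled anti-cAMP antibody.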
An asterisk follows results filed as active; i = inactive; ? = inconclusive; . = no result given; [ ] = another dose, or the depositor's remark. Unless noted, calls follow the shape of the dose curve; as a rule, active = well fitted curve in the direction sought with a large enough effect; inconclusive = small, poorly fitted or top-dose-only effect, or another doubt; inactive = no such curve, though single readings can be large; an effect the other way counts as inactive or inconclusive. Not all compounds are listed; count on the stated rates, not on these rows.

SMILES	USP2a inh	KCNH2 WT inh	Mito fusion act	ELG1 repair inh	Eya2 phos inh	TCR act	A-T KAP1 phos	KCNH2 3.1 block	TRPV1 agonist	TSHR antag
CC1(CCc2ccccc2)NC(=O)N(CC(=O)Nc2ccc(OC(F)F)cc2)C1=O (configuration not stated)	3%	-6	.	?	1%	-3%	12%	-13	.	.
Cc1ccc(S(=O)(=O)/C(C#N)=C/c2c(N3CCC(C(N)=O)CC3)nc3ccccn3c2=O)cc1	3%	9	0%	4%	1%	2%	4%	-8	0	-8
NS(=O)(=O)c1ccc(CCNC(=O)CSc2nc3ccccc3c3nc(CCN4CCCCC4)nn23)cc1	0%	0	11%	0%	-4%	-6%	9%	4	0	18
CC(=O)CC1(C)OC(N)=C(C#N)C1(C#N)C#N (configuration not stated)	8%	-3	1%	-8%	16%	-1%	10%	-11	-2	-2
O=C(CCc1nnc(Cc2c[nH]c3ccccc23)o1)NCC1CC12CCCCC2 (configuration not stated)	-8%	1	-3%	9%	-9%	0%	-6%	4	9	11
CCOC(=O)Cn1c(=O)c2c(nc(Br)n2CC(=O)OCC)n(C)c1=O	-1%	-19	-3%	-1%	1%	-1%	1%	-15	-2	-2
CCOc1ccc(C2NC(=O)c3ccccc3O2)cc1OC (configuration not stated)	2%	-1	1%	6%	1%	.	15%	.	2	?
COc1ccc(S(=O)(=O)N2CCN(C(=O)c3cc(-c4ccc(Br)cc4)n[nH]3)CC2)cc1OC	-1%	18	3%	23µM*	-4%	5%	8%	-6	-7	-11
Cc1ccc(S(=O)(=O)NCCC(=O)NC2CCCCCC2)cc1C	7%	-7	.	8%	-8%	-5%	-4%	-9	.	.
COc1ccc(Cc2c(Cl)ncnc2Cl)cc1	2%	5	1%	?	1%	-1%[46.1 µM]	-1%	-21	7	-4
C=COc1ccc(N2C(=O)c3ccccc3OC2C)cc1 (configuration not stated)	0%	-1	1%	1%	0%	.	-5%	1	3	-2
COCCc1ncc(CN2CCC(C(=O)Nc3ccc(-n4cccn4)cc3)CC2)cn1	-1%	7	1%	5%	-1%	1%	7%	6	0	-5
COc1ccc(/C=N/NC(=O)C(=O)/C=C2\NC3(CCCC3)Cc3ccccc32)cc1	-2%	8	28%	23µM*	-1%	3%[46.1 µM]	1%	-19	2	10
CCCCn1c(N)c(N(CCC(C)C)C(=O)C2CC(=O)N(c3ccc4c(c3)OCCO4)C2)c(=O)[nH]c1=O (configuration not stated)	3%	-2	-4%	8%	-5%	-5%	11%	-4	1	-9
O=C(Nc1ccccc1)C1CCCN(S(=O)(=O)c2ccc(-n3cnnn3)cc2)C1 (configuration not stated)	0%	0	-5%	?	2%	0%	-2%	.	-2	-2
O=C(Nc1ccc(Oc2ncnc3cc(Cl)ccc23)nc1)Nc1cccc(C(F)(F)F)c1	-1%	-4	2%	13%	-20%	-1%	7%	9	1	-4
Cc1csc(Nc2ccc(C(=O)O)cc2)n1	3%	-8	0%	?	19%	5%	1%	-1	1	2
CCC1CCCCN1C(=S)Nc1ccc(S(=O)(=O)Nc2ncccn2)cc1 (configuration not stated)	1%	-6	2%	-14%	-4%	-4%	11%	-11	-2	3
CC(=O)N1CCN(C(=O)CSc2cc(C)c(Br)cc2C)CC1	4%	-3	0%	?	-15%	4%	9%	-2	-5	-1
O=C(CN1C(=O)c2ccccc2S1(=O)=O)c1ccccc1Cl	1%	.	0%	?	-8%	.	1%	.	6	8

Some of these compounds in order of molecular weight, high to low.
SMILES	USP2a inh	KCNH2 WT inh	Mito fusion act	ELG1 repair inh	Eya2 phos inh	TCR act	A-T KAP1 phos	KCNH2 3.1 block	TRPV1 agonist	TSHR antag
O=C(Nc1ccccc1)C1CCCN(S(=O)(=O)c2ccc(-n3cnnn3)cc2)C1 (configuration not stated)	0%	0	-5%	?	2%	0%	-2%	.	-2	-2
CCC1CCCCN1C(=S)Nc1ccc(S(=O)(=O)Nc2ncccn2)cc1 (configuration not stated)	1%	-6	2%	-14%	-4%	-4%	11%	-11	-2	3
CC(=O)CC1(C)OC(N)=C(C#N)C1(C#N)C#N (configuration not stated)	8%	-3	1%	-8%	16%	-1%	10%	-11	-2	-2

(next part)
SMILES	USP2a inh	KCNH2 WT inh	Mito fusion act	ELG1 repair inh	Eya2 phos inh	TCR act	A-T KAP1 phos	KCNH2 3.1 block	TRPV1 agonist	TSHR antag
CCN(CC)CCN(C(=O)Cn1nnc(-c2ccc(C)o2)n1)C(C(=O)NC1CCCC1)c1ccc(F)cc1 (configuration not stated)	1%	7	-4%	0%	-22%	1%	24%	0	-1	2
COc1cccc(Oc2cc(Cl)nc(N)n2)c1	3%	-2	2%	?	3%	0%	3%	29	-1	48
NC(=O)c1ccc[n+](Cc2ccc(-c3ccccc3)cc2)c1	-1%	0	10%	2%	11%	-7%	4%	7	-1	-8
O=C(Nc1ccc(N2CCOCC2)cc1)c1cc(-n2cnnc2)ccc1Cl	-1%	2	0%	8%	-5%	-7%	-3%	-3	0	11
C/C(=C\c1ccccc1F)C1Nc2cccc3cccc(c23)N1	-6%	.	0%	7%	-9%	-7%	-13%	.	0	-5
O=C(Nc1cccc(-n2cnnn2)c1)c1ccc(OC(F)(F)F)cc1	2%	16	-1%	-1%	5%	3%	1%	-9	?	-3
Cc1ccc(S(=O)(=O)N2CCCCC2)cc1C(=O)NCc1ccccn1	0%	5	-5%	-3%	2%	-1%	-5%	2	0	11
CN(CCc1ccccn1)C(=O)CCc1nnc(CCCc2ccccc2)o1	-1%	-5	-6%	?	0%	4%	4%	-29	1	-5
N#Cc1ccsc1NC(=O)CCS(=O)(=O)c1ccccc1	2%	4	-1%	16%	-1%	2%	8%	-9	-1	-2
CCC(Br)C(=O)Nc1ccc(OC)cc1 (configuration not stated)	2%	-8	-5%	?	14%	7%	-6%	.	-1	10
CN(C)c1ccc(N=Nc2ccccc2C(=O)OCC(=O)NCC2CCCCC2)cc1	-14%	-2	?	?	-14%	13%[46.1 µM]	-9%	-6	-1	-6
COc1ccc(/C=C(\CC(=O)O)c2nc3ccccc3s2)cc1O	0%	-26	0%	8%	5%	1%	-2%	1	1	-5
CC(OC(=O)CNS(=O)(=O)c1ccc(C#N)cc1)C(=O)Nc1ccc(Cl)cn1 (configuration not stated)	-1%	-17	1%	?	0%	4%	-1%	-19	2	3
O=C(COc1ccccc1)N1N=C(c2cccnc2)CC1(O)C(F)(F)F (configuration not stated)	1%	-5	7%	1%	-10%	-1%	-15%	-4	-1	28
CN(CC(=O)Nc1cccnc1)S(=O)(=O)c1ccc(Br)cc1	2%	-4	3%	3%	5%	7%	-6%	.	3	10
CC(=O)Nc1ccc(S(=O)(=O)Nc2cccc(-c3cn4c(n3)SCC4)c2)cc1	-1%	-36	-3%	-3%	-14%	2%	2%	22	1	6
O=C(NCc1ccccn1)c1ccc(N2CCCC2)c([N+](=O)[O-])c1	0%	i	-4%	13%	2%	0%	-15%	-22	5	-6
CCNC(=S)N1CCN(c2nc(-c3cccc(OC)c3)cs2)CC1	1%	-4	6%	?	-3%	-9%	2%	3	27	-10
CC(=O)Oc1ccc2c(c1)C(=O)c1ccccc1C2=O	1%	15	11%	?	-6%	6%	-13%	0	12	13
CCOc1ccc(CCNC(=O)CN(C)S(=O)(=O)c2cccc3nsnc23)cc1OCC	-1%	-1	-3%	?	-3%	.	0%	-5	4	-1

Single records, as listed above. Values in the order: USP2a inh, KCNH2 WT inh, Mito fusion act, ELG1 repair inh, Eya2 phos inh, TCR act, A-T KAP1 phos, KCNH2 3.1 block, TRPV1 agonist, TSHR antag
Shown for `CCN(CC)CCN(C(=O)Cn1nnc(-c2ccc(C)o2)n1)C(C(=O)NC1CCCC1)c1ccc(F)cc1` (configuration not stated) → 1%, 7, -4%, 0%, -22%, 1%, 24%, 0, -1, 2
Shown for `CC(=O)Oc1ccc2c(c1)C(=O)c1ccccc1C2=O` → 1%, 15, 11%, ?, -6%, 6%, -13%, 0, 12, 13
Shown for `N#Cc1ccsc1NC(=O)CCS(=O)(=O)c1ccccc1` → 2%, 4, -1%, 16%, -1%, 2%, 8%, -9, -1, -2
Shown for `O=C(Nc1ccc(N2CCOCC2)cc1)c1cc(-n2cnnc2)ccc1Cl` → -1%, 2, 0%, 8%, -5%, -7%, -3%, -3, 0, 11
Shown for `O=C(COc1ccccc1)N1N=C(c2cccnc2)CC1(O)C(F)(F)F` (configuration not stated) → 1%, -5, 7%, 1%, -10%, -1%, -15%, -4, -1, 28
